TRAIL sens C8: sensitizes caspase-8 expressing cells to TRAIL. NB7+C8 cells + TRAIL, ATPlite viability luminescence. inhibition (viability loss, TRAIL sensitization), % at 10 µM. 1% of 360,000 active;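 active means compounds causing at least 50% loss of cell viability in the single-dose screen, relative to plate controls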
CF NFkB block: cystic fibrosis NF-kB activation inhibition; inhibition, % at 5 µM; KKLEB NF-kB-GFP reporter, PAF-induced, GFP fluorescence overnight; 0.86% of 360,000 active;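 active means at least 50% inhibition at 5 µM, scaled per plate between neutral and stimulator controls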;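 further: PAF is a Pseudomonas aeruginosa culture filtrate used as stimulus; plate controls were PAF-stimulated DMSO wells for no effect and unstimulated DMSO wells for full effect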
KKLEB cytotox: reduces viability of KKLEB cystic fibrosis airway cells. KKLEB CF airway cells viability, ATPlite luminescence, overnight; active compounds read low; cells stimulated with P. aeruginosa culture filtrate. activity change (cytotoxicity), % at 5 µM. 0.36% of 360,000 active;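 active means corrected activity change at or below -50% at 5 µM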
TWEAK Fn14 block: inhibitors of TWEAK-Fn14 interaction signaling; inhibition, % at 10 µM; 2% of 360,000 active; TWEAK-stimulated Fn14 reporter cells, luciferase luminescence, 8 h; in the data active means inhibition above about 50%
Shn3 3UTR inh: inhibitors of Schnurri-3 3'UTR reporter in osteoblasts. inhibition, % at 12.5 µM. 0.52% of 360,000 active. Clone20 osteoblast Shn3 3'UTR firefly luciferase, 24 h;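 active means mean inhibition of at least 75% with every replicate also reaching 75%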;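 further: 0% = median of neutral control wells and 100% = pilot-screen positive control compound; some compounds past the cut are filed as inactive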
Peg3 prom inh: inhibitors of Peg3 promoter; HeLa PEG-Prom luciferase reporter, luminescence, overnight; inhibition, % at 20 µM; 1.7% of 360,000 active;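 active means inhibition of at least 50% at 20 µM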
MITF TRPM1 inh: MITF TRPM1 promoter inhibition in SK-MEL-5 cells; SK-MEL-5 TRPM1 promoter luciferase, 24 h; inhibition, % at 12.5 µM; 0.83% of 330,000 active;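 active means mean inhibition across replicates of 60% or more, whatever share of single replicates reaches that level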; further: values of inactives mirror those of a sister screen read the other way
NR2E3 ag-1: activates human photoreceptor nuclear receptor NR2E3; Q9Y5X4; GST-NR2E3/biotin-RetCOR TR-FRET, 1536-well; inhibition of corepressor binding, % at 4.78 µM; 0.12% of 320,000 active; AID 2300;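 active means percent inhibition above the cutoff of mean plus 3 SD of all tested compounds, set per screening campaign, cut at about 20% in these data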;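 further: 0% = DMSO wells and 100% = biotin wells as full block of FRET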
Target sequence (Q9Y5X4 whole entry, looked up): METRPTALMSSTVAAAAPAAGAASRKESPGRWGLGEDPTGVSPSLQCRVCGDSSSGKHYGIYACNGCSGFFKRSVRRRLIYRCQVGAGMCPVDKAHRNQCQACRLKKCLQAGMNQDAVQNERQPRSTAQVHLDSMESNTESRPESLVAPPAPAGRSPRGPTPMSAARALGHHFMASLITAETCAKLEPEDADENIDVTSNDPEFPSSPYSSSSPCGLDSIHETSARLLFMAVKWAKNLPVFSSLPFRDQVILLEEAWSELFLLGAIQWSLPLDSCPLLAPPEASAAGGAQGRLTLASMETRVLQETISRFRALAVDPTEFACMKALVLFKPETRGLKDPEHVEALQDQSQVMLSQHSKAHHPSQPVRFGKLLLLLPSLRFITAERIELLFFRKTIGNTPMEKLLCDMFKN
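system = GST-tagged NR2E3 plus biotinylated RetCOR corepressor | input = 1.35 nM GST-NR2E3 | also added = 7 nM biotin-RetCOR | schedule = 5 h incubation at 4 °C | measured by = TR-FRET with europium anti-GST and streptavidin-D2, 340 nm excitation | read-out = percent loss of FRET ratio relative to control wells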
NR2E3 ag-2: activates human NR2E3 receptor. inhibition of corepressor binding, % at 3.98 µM. 0.35% of 360,000 active. AID 602229. Q9Y5X4. CHO-S Gal4-NCOR/VP16-NR2E3 two-hybrid, luciferase;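 active means inhibition above the mean of all tested compounds plus 3 SD, cut at about 70% in these data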;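 further: 0% = DMSO with NR2E3 transfected cells and 100% = cells lacking NR2E3 construct; higher means lower luciferase signal from less NR2E3 corepressor binding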
HIF-2a block: inhibitors of HIF-2a. 786-0 RCC cells HIF-2a reporter, luciferase luminescence, overnight. inhibition, % at 18.8 µM. 0.72% of 360,000 active. AID 624352;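 active means inhibition of the luminescence signal of 40% or more relative to plate controls, in a single-dose primary screen at 18.75 µM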
TROY NFkB inh: inhibitors of TROY-dependent NF-kB signaling; 0.98% of 360,000 active; Q293 LMP1-TROYcd NF-kB luciferase reporter, 4 h; inhibition, % at 10 µM;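 active means compounds whose plate-normalised and pattern-corrected inhibition of the luciferase reporter signal at the single screening dose is 50% or more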
The depositor's hits bear a star. An excerpt, so the mix of outcomes need not match the whole.

`O=C(NC1CC(=O)N(c2ccc(F)cc2)C1)N1CCN(C(=O)c2ccco2)CC1` (stereo not drawn) gave TRAIL sens C8 18.9, CF NFkB block -19.4, KKLEB cytotox 10.9, TWEAK Fn14 block -4.9, Shn3 3UTR inh -2.3, Peg3 prom inh 15.9, MITF TRPM1 inh 5.7, NR2E3 ag-1 2.6, NR2E3 ag-2 -4.0, HIF-2a block 1.4 and TROY NFkB inh 0.6.
O=C(CCc1ccccc1)Nc1cccc(S(=O)(=O)N2CCOCC2)c1 was read as TRAIL sens C8 -1.7, CF NFkB block -18.1, KKLEB cytotox 9.7, TWEAK Fn14 block -9.2, Shn3 3UTR inh 8.0, Peg3 prom inh 7.2, MITF TRPM1 inh -6.7, NR2E3 ag-2 -15.7, HIF-2a block -0.5 and TROY NFkB inh -22.1.
For CCOc1ccc(-c2nc(C#N)c(N3CCN(CC)CC3)o2)cc1 the results were TRAIL sens C8 2.0, CF NFkB block -11.0, KKLEB cytotox 8.3, TWEAK Fn14 block -7.9, Shn3 3UTR inh 13.4, Peg3 prom inh -121.3, MITF TRPM1 inh -11.9, NR2E3 ag-1 -0.6, NR2E3 ag-2 -2.2, HIF-2a block -159.5 and TROY NFkB inh -52.8.
For CCCC1CCC(=NNC(=O)CNc2ccc(OC)cc2)CC1 (stereo not drawn) the results were TRAIL sens C8 13.2, CF NFkB block -4.1, KKLEB cytotox -0.7, TWEAK Fn14 block -34.8, Shn3 3UTR inh -12.9, Peg3 prom inh 14.8, MITF TRPM1 inh 6.2, NR2E3 ag-1 -1.3, NR2E3 ag-2 -9.0, HIF-2a block 5.8 and TROY NFkB inh -5.3.
For Cc1nnc(SCC(=O)Nc2nnc(-c3ccccc3)o2)s1 the results were TRAIL sens C8 0.3, CF NFkB block -3.2, KKLEB cytotox -9.9, TWEAK Fn14 block 10.1, Shn3 3UTR inh 5.7, Peg3 prom inh 11.0, MITF TRPM1 inh -1.1, NR2E3 ag-1 1.7, NR2E3 ag-2 -5.9, HIF-2a block -7.1 and TROY NFkB inh -13.3.
CCCCNc1c(-c2ccc(OC)c(Sc3ccc(OC)cc3)c2)nc2ccc(Cl)cn12 was read as TRAIL sens C8 6.3, CF NFkB block 14.2, KKLEB cytotox -12.3, TWEAK Fn14 block 5.1, Shn3 3UTR inh 10.8, Peg3 prom inh -44.0, MITF TRPM1 inh 4.2, NR2E3 ag-2 -12.8, HIF-2a block -191.8 and TROY NFkB inh -8.8.
`COc1ccc(CNC(=O)CN(C(=O)c2cc3sccc3n2C)C2CCCC2)cc1` gave TRAIL sens C8 -12.2, CF NFkB block 12.9, KKLEB cytotox 0.8, TWEAK Fn14 block 22.3, Shn3 3UTR inh 9.5, Peg3 prom inh 33.9, MITF TRPM1 inh 19.0, NR2E3 ag-1 -0.5, NR2E3 ag-2 -18.7, HIF-2a block 13.9 and TROY NFkB inh 8.4.
Screening O=C(CSc1nnc(NC(=O)c2ccco2)s1)NC1CCCCC1 returned TRAIL sens C8 13.0, CF NFkB block 12.9, KKLEB cytotox -8.9, TWEAK Fn14 block 7.5, Shn3 3UTR inh -26.4, Peg3 prom inh -20.3, MITF TRPM1 inh 0.5, NR2E3 ag-1 0.4, NR2E3 ag-2 -43.2, HIF-2a block -25.7 and TROY NFkB inh -16.8.
For CC(C)(C)C(=O)[C@@H]1[C@@H]2C(=O)N(C3CCCCC3)C(=O)[C@@H]2[C@H]2c3ccccc3C=CN12 the results were TRAIL sens C8 3.9, CF NFkB block -1.2, KKLEB cytotox 6.0, TWEAK Fn14 block 7.1, Shn3 3UTR inh -4.1, Peg3 prom inh 2.6, MITF TRPM1 inh -5.6, NR2E3 ag-1 5.2, NR2E3 ag-2 -3.9, HIF-2a block 18.6 and TROY NFkB inh 8.0.
Screening CCOC(=O)Cn1c(S(=O)(=O)Cc2ccccc2Cl)nc(-c2ccccc2)c1-c1ccccc1 returned TRAIL sens C8 11.3, CF NFkB block -5.3, KKLEB cytotox -8.2, TWEAK Fn14 block 7.8, Shn3 3UTR inh 88.4*, Peg3 prom inh 31.7, MITF TRPM1 inh -1.0, NR2E3 ag-1 3.2, NR2E3 ag-2 -15.3, HIF-2a block 22.6 and TROY NFkB inh 3.3.
O=C(NCC1CCCN(C(=O)c2cscn2)C1)c1ccccc1Cl (stereo not drawn) was read as TRAIL sens C8 -5.5, CF NFkB block 5.8, KKLEB cytotox 4.4, TWEAK Fn14 block -5.1, Shn3 3UTR inh -15.2, Peg3 prom inh -37.1, MITF TRPM1 inh 1.0, NR2E3 ag-1 -0.2, NR2E3 ag-2 -53.7, HIF-2a block -70.7 and TROY NFkB inh -30.6.
Screening O=C(CN1C(=O)C(=O)N(C2CCCC2)C1=O)Nc1ccc(OC(F)F)cc1 returned TRAIL sens C8 0.2, CF NFkB block -8.2, KKLEB cytotox -1.8, TWEAK Fn14 block 10.4, Shn3 3UTR inh 12.3, Peg3 prom inh 4.8, MITF TRPM1 inh 8.0, NR2E3 ag-1 2.3, NR2E3 ag-2 -25.5, HIF-2a block 15.9 and TROY NFkB inh -10.2.
For Cc1cccc(NC(=O)COC(=O)CC2CCCC2)c1C the results were TRAIL sens C8 -13.4, CF NFkB block 2.2, KKLEB cytotox -1.6, TWEAK Fn14 block 6.0, Shn3 3UTR inh 0.6, Peg3 prom inh -4.0, MITF TRPM1 inh 4.0, NR2E3 ag-2 4.8, HIF-2a block -4.6 and TROY NFkB inh 11.8.
Screening O=C(Nc1ccc(Cl)cc1)Nc1cnccn1 returned TRAIL sens C8 -3.9, CF NFkB block 25.0, KKLEB cytotox -9.1, TWEAK Fn14 block -15.8, Shn3 3UTR inh 1.9, Peg3 prom inh -105.6, MITF TRPM1 inh -12.3, NR2E3 ag-1 -0.8, NR2E3 ag-2 -29.2, HIF-2a block -109.9 and TROY NFkB inh -32.7.
CCNS(=O)(=O)c1ccc(CCC(=O)Nc2cc(Cl)ccc2Oc2ccccc2)cc1 was read as TRAIL sens C8 -29.6, CF NFkB block 14.7, KKLEB cytotox -14.1, TWEAK Fn14 block 44.2, Shn3 3UTR inh 57.9, Peg3 prom inh 63.3*, MITF TRPM1 inh 25.0, NR2E3 ag-1 -0.7, NR2E3 ag-2 25.1, HIF-2a block 23.9 and TROY NFkB inh 27.2.
For Cc1cc(C)c(C)c(S(=O)(=O)N2CCC(C(=O)Nc3ccccc3N3CCOCC3)CC2)c1C the results were TRAIL sens C8 13.7, CF NFkB block 13.0, KKLEB cytotox -6.8, TWEAK Fn14 block 0.9, Shn3 3UTR inh -2.7, Peg3 prom inh 19.6, MITF TRPM1 inh 8.7, NR2E3 ag-1 -2.7, NR2E3 ag-2 11.2, HIF-2a block 14.7 and TROY NFkB inh -15.5.
For O=C(Nc1ncc(Cc2cccc(Cl)c2)s1)C1=NCCN1 the results were TRAIL sens C8 12.4, CF NFkB block 4.3, KKLEB cytotox 2.8, TWEAK Fn14 block -19.1, Shn3 3UTR inh 12.7, Peg3 prom inh 31.3, MITF TRPM1 inh 10.8, NR2E3 ag-1 1.7, NR2E3 ag-2 -19.5, HIF-2a block -16.3 and TROY NFkB inh -12.1.
CCC(C)(C)NC(=O)Cc1ccc(Cl)cc1 was read as TRAIL sens C8 -5.1, CF NFkB block -19.6, KKLEB cytotox 6.8, TWEAK Fn14 block -0.2, Shn3 3UTR inh 4.8, Peg3 prom inh -10.1, MITF TRPM1 inh -12.3, NR2E3 ag-1 -1.1, NR2E3 ag-2 11.0, HIF-2a block -7.3 and TROY NFkB inh -4.5.
C=CCn1c(SCC(=O)NCc2ccccc2)nnc1-c1cc(Br)ccc1O was read as TRAIL sens C8 4.7, CF NFkB block 13.6, KKLEB cytotox -7.6, TWEAK Fn14 block 15.7, Shn3 3UTR inh 5.6, Peg3 prom inh 16.1, MITF TRPM1 inh 11.5, NR2E3 ag-1 -1.7, NR2E3 ag-2 -14.6, HIF-2a block 14.4 and TROY NFkB inh 2.4.
Screening COc1ccccc1N1CCN(/N=C/c2cc(Br)ccc2F)CC1 returned TRAIL sens C8 17.2, CF NFkB block 10.9, KKLEB cytotox -3.2, TWEAK Fn14 block -26.9, Shn3 3UTR inh -22.8, Peg3 prom inh -134.6, MITF TRPM1 inh -35.3, NR2E3 ag-1 2.5, NR2E3 ag-2 -10.8, HIF-2a block -207.3 and TROY NFkB inh -55.0.
For N=c1n(CC(=O)c2cccc([N+](=O)[O-])c2)c2ccccc2n1Cc1ccccc1 the results were TRAIL sens C8 3.4, CF NFkB block 14.4, KKLEB cytotox -16.0, TWEAK Fn14 block -9.2, Shn3 3UTR inh 18.5, Peg3 prom inh 58.1*, MITF TRPM1 inh 51.5, NR2E3 ag-1 6.0, NR2E3 ag-2 -13.4, HIF-2a block 4.5 and TROY NFkB inh -3.8.
For COc1ccc(C(=O)OCC(=O)NC2CCCC2)c(OC)c1 the results were TRAIL sens C8 -36.7, CF NFkB block 10.5, KKLEB cytotox -2.5, TWEAK Fn14 block -12.8, Shn3 3UTR inh -48.9, Peg3 prom inh -37.3, MITF TRPM1 inh -4.5, NR2E3 ag-1 -2.8, NR2E3 ag-2 -7.8, HIF-2a block -58.1 and TROY NFkB inh -28.7.
`Cc1cccc(N2CCN(C(=O)Cc3ccc(-n4c(=O)[nH]c5ccsc5c4=O)cc3)CC2C)c1` (stereo not drawn) gave TRAIL sens C8 -2.4, CF NFkB block 14.7, KKLEB cytotox -3.7, TWEAK Fn14 block 17.3, Shn3 3UTR inh 28.9, Peg3 prom inh 11.0, MITF TRPM1 inh -12.2, NR2E3 ag-1 0.0, NR2E3 ag-2 1.5, HIF-2a block 16.6 and TROY NFkB inh -13.6.
`CCOc1ccc(C(=O)NC(=S)Nc2ccccc2N2CCOCC2)cc1Br` gave TRAIL sens C8 4.1, CF NFkB block -1.0, KKLEB cytotox 13.6, TWEAK Fn14 block -22.4, Shn3 3UTR inh -26.7, Peg3 prom inh 23.5, MITF TRPM1 inh -0.1, NR2E3 ag-1 1.9, NR2E3 ag-2 -3.0, HIF-2a block 13.8 and TROY NFkB inh 13.1.
For COc1cc2c(cc1OC)CN(CC(=O)Nc1ccc(C)c(C)c1)CC2 the results were TRAIL sens C8 -10.7, CF NFkB block 10.1, KKLEB cytotox -1.5, TWEAK Fn14 block 12.4, Shn3 3UTR inh -17.8, Peg3 prom inh 25.0, NR2E3 ag-1 -1.1, NR2E3 ag-2 -38.5, HIF-2a block 7.0 and TROY NFkB inh 6.8.
`COc1ccc(C2=NCCn3nc4cc([N+](=O)[O-])ccc4c32)cc1` gave TRAIL sens C8 -10.4, CF NFkB block -15.0, KKLEB cytotox 2.2, TWEAK Fn14 block -25.3, Shn3 3UTR inh -13.7, Peg3 prom inh 1.0, MITF TRPM1 inh 0.2, NR2E3 ag-1 0.7, NR2E3 ag-2 -2.3, HIF-2a block -2.4 and TROY NFkB inh -24.9.
